Assay outcomes as filed in PubChem BioAssay.
EBNA-1 inhibitor – blocks EBNA-1 binding to DNA | EBNA-1 DNA binding, fluorescence polarization | inhibition, % at 14.8 µM | 300,000 tested, 0.34% active | AID 1950; in the data active means inhibition above about 28%
AHR act – activators of human aryl hydrocarbon receptor; 320,000 tested, 2.5% active; AHR-responsive luciferase reporter cells, luminescence; activation, % at 5 µM; in the data active means activation above about 47%;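 further: 0% = vehicle wells and 100% = reference agonist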
procasp3 activ – activates human procaspase-3; recombinant procaspase-3 D3A, Ac-DEVD-pNA absorbance 405 nm; activation, % at 8.5 µM; 330,000 tested, 0.11% active; AID 463141;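 active means activation above the mean of all tested compounds plus 3 SD, cut at about 21% in these data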;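 further: 0% = DMSO alone and 100% = DMSO wells spiked with extra 5 µM PC-3 D3A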
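Evaluation: percent activation relative to control range; Material: Procaspase-3 D3A mutant, all three cleavage aspartates alanine; Compound: single dose, 8.5 µM nominal compound, 0.8% DMSO; Replication: one well per compound; Signal: absorbance at 405 nm, 0 and 120 min; Schedule: 1 h preincubation plus 2 h reaction at 25 °C.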
procasp7 counter – counter-screen for procaspase-3 activators: activators of human procaspase-7; P55210; 330,000 tested, 0.093% active; recombinant procaspase-7, Ac-DEVD-pNA absorbance 405 nm; D23A/D198A/D206A triple mutant, cannot self-cleave; scale: DMSO 0, 5 µM enzyme 100; AID 463210; activation, % at 8.5 µM;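 active means percent activation above the screen-wide mean plus 3 SD, cut at about 25% in these data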
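Material: Procaspase-7 triple mutant (PC-7 D3A) | Quantity: 2 µM procaspase-7 mutant as dispensed | Reagent: DEVD-pNA substrate | Times: 1 h preincubation, 2 h reaction | Technique: 405 nm absorbance of p-nitroaniline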
RPL19A TOR yeast – alters RPL19A-GFP fluorescence in TOR pathway yeast screen | S. cerevisiae RPL19A-GFP strain, flow cytometry, 3 h; hits give low values | percent response vs DMSO, % at 10 µM | 330,000 tested, 0.3% active | AID 2025;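 active means percent response vs DMSO below 50%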;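 further: median channel GFP fluorescence of the barcoded RPL19A-GFP strain; ratio of sample median GFP to plate DMSO average so 100% = DMSO; lower means less RPL19A-GFP as with rapamycin TOR inhibition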
LAP4 TOR yeast – modulators of TOR pathway LAP4-GFP in S. cerevisiae. S. cerevisiae LAP4-GFP multiplex, flow cytometry GFP, 3 h; median GFP as percent of DMSO wells. GFP response vs DMSO, % at 10 µM. 320,000 tested, 0.34% active. AID 2023;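 active means GFP response vs DMSO above a set limit, about the screen mean plus 3 SD, cut at about 150% in these data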
ZTA DNA inh – blocks Epstein-Barr virus ZTA, an EBNA-1 counter-screen | ZTA-DNA binding, fluorescence polarization | inhibition, % at 11 µM | 320,000 tested, 0.15% active | AID 2234; in the data active means inhibition above about 33%
MEP2-GFP yeast – alters MEP2-GFP fluorescence in TOR pathway yeast screen; S. cerevisiae MEP2-GFP strain, flow cytometry GFP, 3 h; 100% = DMSO control level; 330,000 tested, 0.51% active; AID 2016; GFP response vs DMSO, % at 10 µM;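 active means GFP response versus DMSO above a set limit, roughly screen mean plus 3 SD, cut at about 180% in these data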;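 further: median GFP fluorescence of the barcode-gated MEP2-GFP cells per well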
An asterisk follows results filed as active; x = not tested or not shown. Not all compounds are listed; rates above refer to the full screens.

Compound | EBNA-1 inhibitor | AHR act | procasp3 activ | procasp7 counter | RPL19A TOR yeast | LAP4 TOR yeast | ZTA DNA inh | MEP2-GFP yeast
O=P(N[C@@H](c1ccccc1)[C@@H]1C[C@H]1CO)(c1ccccc1)c1ccccc1 | -4 | 1 | 6 | -5 | x | x | 9 | x
COc1ccc(CC(C)NCCC(c2ccccc2)c2ccccc2)cc1 (configuration not stated) | -5 | -4 | 1 | -10 | 106 | 104 | 15 | 105
CCC(CC)NC1CCCCC1OC (configuration not stated) | 2 | -1 | 11 | -2 | 103 | 104 | 7 | 108
NP(=O)(Oc1ccccc1Cl)Oc1ccccc1Cl | -13 | 4 | 4 | 8 | 99 | 101 | -1 | 90
O=NN1CCCCC1 | x | -1 | 5 | -7 | 91 | 94 | -2 | 95
COC(=O)C1=C(c2ccc(OC)c(OC)c2)C[C@@H]2CC[C@H]1N2C(=O)NCC1CC1 | x | 1 | 6 | -2 | 91 | 95 | 5 | 93
COC(=O)C1=C(c2ccccc2OCc2ccccc2)C[C@@H]2CC[C@H]1N2C(=O)NCCOc1ccc(OC)cc1 | x | 0 | 7 | 10 | 93 | 94 | -2 | 90
COc1ccccc1CNCCc1ccc(F)cc1 | 4 | 1 | 7 | 13 | 104 | 92 | 4 | 100
OCC12CO[C@@H]3c4ccccc4[C@H](OC1)N32 (some centres not stated) | -1 | 0 | 8 | 3 | 101 | 107 | 4 | 103
CN(C)C(=O)Oc1ccc(NC(=O)N2CCOCC2)cc1 | -5 | 1 | 9 | -5 | 105 | 96 | 2 | 104
Cc1c(N=Cc2c(O)n(Cc3ccc(F)cc3)c(=O)[nH]c2=O)c(=O)n(-c2ccccc2)n1C | -6 | 0 | -1 | 10 | 100 | 87 | 14 | 97
O=C(O)c1cccc2nc3ccccc3nc12 | 9 | -1 | -3 | -1 | 110 | 139 | 0 | 103
C[N+]1(C)CCOC(O)(c2ccc(-c3ccc(C4(O)C[N+](C)(C)CCO4)cc3)cc2)C1 (configuration not stated) | -2 | -4 | 8 | -2 | 97 | 102 | -10 | 95
COC(=O)C1=C(c2ccc(F)cc2OCc2ccccc2)C[C@@H]2CC[C@H]1N2C(=O)NCc1ccc(OC)c(OC)c1 | x | -2 | 5 | 12 | 100 | 108 | -6 | 105
COc1cc(/C=N/NC(=O)Cn2c([N+](=O)[O-])cnc2C)ccc1OC(=O)N(C)C | -6 | 2 | -8 | 4 | 98 | 97 | -11 | 105
Cc1ccccc1N1CCN(C2CCCN(C(=O)Cc3c(C)noc3C)C2)CC1 (configuration not stated) | 4 | 0 | 0 | 11 | 99 | 95 | -1 | 102
OC(c1ccncc1)(c1ccc(F)cc1)c1ccc(F)cc1 | 6 | 4 | -2 | 10 | 102 | 104 | 3 | 104
COC(=O)C1=C(c2ccc(C(C)=O)cc2)C[C@@H]2CC[C@H]1N2C(=O)NC(C)C | x | 0 | 10 | -6 | 95 | 100 | -2 | 99
O=C(c1ccc(Cl)cc1)C1CCCN(C2CCSCC2)C1 (configuration not stated) | -6 | -2 | 0 | 5 | 103 | 104 | -12 | 106
Cc1nn(Cc2ccccc2Cl)c(Cl)c1C(=O)OCC(=O)NCc1ccco1 | 8 | 0 | 10 | 6 | 103 | 100 | -4 | 100
C[C@]12CCC3C(CCC4=C/C(=N/OCC(=O)NC(CCC(=O)O)C(=O)O)CC[C@@]43C)C1CCC2O (some centres not stated) | 0 | 4 | -5 | -1 | 100 | 110 | 3 | 99
O=c1c2ccccc2nc(-c2ccccc2Cl)n1-c1ccc(O)cc1 | -4 | 4 | -2 | 12 | 97 | 101 | 16 | 97
COC(=O)C1=C(c2ccccc2OCc2ccccc2)C[C@@H]2CC[C@H]1N2C(=O)NCc1ccc([N+](=O)[O-])cc1 | x | -1 | 7 | -7 | 96 | 98 | 5 | 94
O=C1/C(=C/c2cccnc2)N2CCC1CC2 | 2 | 1 | 12 | 6 | 97 | 114 | -1 | 107
COc1cc2ccc(=O)oc2c2ccoc12 | 5 | 25 | 6 | -4 | 99 | 108 | 4 | 95
COc1cccc(NP(=O)(Oc2ccccc2Cl)Oc2ccccc2Cl)c1 | -7 | 0 | 10 | -2 | 98 | 93 | -10 | 95
CN1CC(C(=O)c2ccc([N+](=O)[O-])cc2)C(c2ccc(Cl)cc2)C1 (configuration not stated) | -9 | 0 | 1 | 0 | 114 | 91 | -4 | 111
Cc1ccc(S(=O)(=O)N[C@@H](CCCCN)C(=O)CCl)cc1 | -10 | -1 | -15 | -12 | 97 | 104 | -8 | 99
CC(=NCCN1CCOCC1)c1c(O)n(-c2ccccc2C)c(=O)[nH]c1=O | 8 | -2 | 3 | -11 | 98 | 87 | 4 | 105
N[C@@H](Cc1c[nH]c2ccccc12)c1nnc(SCc2ccc(Cl)cc2)o1 | -4 | 22 | -9 | -11 | 99 | 103 | -3 | 99
CC(C)(C)c1o[nH]c(=O)c1CC(N)C(=O)O (configuration not stated) | 2 | 1 | -1 | -4 | 97 | 100 | 8 | 95
C[C@]12CC[C@H](OC(=O)CCC(=O)O)CC1=CCC1C2CC[C@@]2(C)C1CC[C@@H]2OC(=O)CCC(=O)O (some centres not stated) | x | -1 | 0 | 15 | 104 | 107 | x | 89
Cc1[nH]c2ccccc2c1CCCNC1CCCCC1 | 5 | 7 | -5 | -4 | 103 | 100 | -10 | 105
COc1cccc(C2CCN(CC(=O)Nc3cc(Cl)ccc3OC)CC2O)c1 (configuration not stated) | -2 | 3 | 7 | 5 | 103 | 93 | -9 | 103
COC(=O)C1=C(c2cc3ccccc3o2)C[C@@H]2CC[C@H]1N2C(=O)NCc1cccc2ccccc12 | -8 | 1 | 3 | -8 | 90 | 114 | -10 | 97
CCOC(=O)c1c(/N=C/c2c(O)n(-c3ccc(F)cc3)c(=S)[nH]c2=O)sc2c1CCCC2 | 7 | 5 | 1 | -10 | 103 | 122 | 4 | 121
Cc1cc(C)cc(N2C(=O)NC(=O)/C(=C\c3cc(C)n(C)c3C)C2=O)c1 | -5 | -5 | 3 | 2 | 105 | 92 | 0 | 104
Cc1cc(OCC(=O)N[C@@H](Cc2ccccc2)C(=O)O)c2c3c(c(=O)oc2c1)CCCC3 | 8 | -1 | -10 | 7 | 102 | 107 | -3 | 108
CC(=O)Nc1ccccc1C(=O)OCc1cccc(F)c1 | 7 | -4 | 8 | 2 | 108 | 99 | -1 | 100
Cc1ccc(-n2c(O)c(C=NCc3ccco3)c(=O)[nH]c2=S)cc1C | 4 | 3 | -16 | -9 | 101 | 132 | 4 | 110
CCOP(=O)(OCC)/C(C#N)=C/c1ccc(Br)cc1 | 5 | -1 | 2 | -5 | 109 | 106 | 22 | 90
COc1c2c(cc3c1OCO3)CC[N+](C)=C2 | 8 | -1 | 7 | 2 | 101 | 100 | 15 | 107
CC(=O)NC1CC2CCCC(C1)N2 (configuration not stated) | 7 | 0 | 3 | -4 | 99 | 94 | 8 | 100
O=C(CNC(=O)c1ccc(Br)cc1)Nc1ccc(Br)cc1C(=O)c1ccccc1 | 1 | 2 | -2 | 3 | 95 | 97 | -4 | 100
C/C(=N\NC(=O)c1ccccc1O)c1c(O)n(C2CCCCC2)c(=O)[nH]c1=O | 8 | 4 | -5 | -17 | 101 | 100 | 19 | 101
O=[N+]([O-])c1ccc(N2CCCC2)c2ncccc12 | 4 | 3 | 3 | -1 | 98 | 112 | 3 | 105
Oc1cccc2nc3ccccc3nc12 | -2 | 12 | -1 | 2 | 103 | 108 | -18 | 104
O=C(CN1CC(c2ccccc2)CC1=O)Nc1ccccc1 (configuration not stated) | -4 | 2 | -1 | 1 | 100 | 101 | 4 | 98
CCC(C)n1c(O)c(/C=N/N2CCOCC2)c(=O)[nH]c1=S (configuration not stated) | -17 | 2 | -11 | -9 | 99 | 75 | -6 | 97
Cc1ccc(O)c(C(=O)c2cc(C(=O)NCCC(C)C)c(=O)n(CCC(C)C)c2)c1 | -8 | 1 | -2 | 0 | 92 | 96 | 5 | 92

Remaining list, next part.
Compound | EBNA-1 inhibitor | AHR act | procasp3 activ | procasp7 counter | RPL19A TOR yeast | LAP4 TOR yeast | ZTA DNA inh | MEP2-GFP yeast
C[C@]12CC[C@H](O)C[C@H]1CC[C@@H]1C2CC[C@]2(C)[C@@H](C3=CC(=O)OC3)[C@@H](O)C[C@]12O (some centres not stated) | x | 2 | 9 | 11 | 99 | 104 | 9 | 103
Cc1ccc(N2C(=O)NC(=O)C(CCc3ccccn3)(Cc3cccc(Cl)c3Cl)C2=O)cc1 (configuration not stated) | 4 | 1 | 0 | -14 | 108 | 98 | 12 | 105
Oc1ccc2ccccc2c1CN1CC=C(c2ccccc2)CC1 | 3 | 4 | -6 | 0 | 98 | 87 | 10 | 93
CC(=O)N1CN(C(C)=O)CN(C(C)=O)C1 | 6 | -1 | 2 | 3 | 104 | 88 | -3 | 98
O=C(Nc1nccs1)C(Cl)(Cl)Cl | -7 | 3 | 5 | 0 | 87 | 89 | -19 | 88
COCCNC(=O)Cn1cc(/C=C2\C(=O)NC(=O)N(c3cccc(C)c3C)C2=O)c2ccccc21 | -4 | 0 | -10 | -5 | 103 | 94 | 1 | 108
COC(=O)C1=C(c2c(C)noc2C)C[C@@H]2CC[C@H]1N2C(=O)NCCOc1ccc(OC)cc1 | x | 0 | 3 | 7 | 98 | 104 | -1 | 98
COc1ccccc1N1CCN(Cc2ccccc2F)CC1 | 3 | 1 | 2 | 4 | 99 | 84 | -3 | 102
COc1cc(N2CCOCC2)ccc1/C=C1\C(=O)NC(=O)N(Cc2ccc3c(c2)OCO3)C1=O | 1 | 2 | -2 | -13 | 95 | 116 | -6 | 103
Fc1ccc(CCNCc2ccc(Br)cc2)cc1 | -3 | 0 | 0 | -9 | 107 | 93 | 3 | 101
O=C(NC1CCCCC1)Oc1cc2oc(=O)sc2cc1Cl | 1 | 4 | -31 | -42 | 91 | 94 | 8 | 102
O=C(/C=C/c1ccc(Cl)cc1)NC(=S)N1C[C@H]2C[C@H](C1)c1cccc(=O)n1C2 | -5 | 0 | 0 | 2 | 100 | 105 | 3 | 114
O=C(Nc1ccc(Cl)cc1)Nc1nccs1 | 6 | 6 | -3 | 7 | 98 | 94 | 5 | 96
Cc1ccc(/C=C2/C(=O)NC(=O)N(CC3CCCO3)C2=O)s1 (configuration not stated) | 7 | -2 | -5 | -12 | 99 | 107 | -6 | 99
CC1(C)CSC(=NCc2ccccc2)N1 | -3 | -1 | -2 | -1 | 95 | 117 | -2 | 93
O=S1(=O)CC2(N3CCOCC3)CCCCC21 (configuration not stated) | 1 | -2 | 2 | 2 | 103 | 109 | 10 | 105
COc1ccc(CCn2c(O)c(C=NCCCN(C)C)c(=O)[nH]c2=O)cc1OC | -8 | 3 | -7 | -18 | 95 | 100 | 3 | 102
COc1cc(CN=C(C)c2c(O)n(C3CCCCC3)c(=O)[nH]c2=O)cc(OC)c1 | 9 | 3 | 7 | -2 | 99 | 103 | 1 | 103
CCN1CCN(c2ccc([N+](=O)[O-])cc2C(=O)OC)CC1 | -26 | 1 | -4 | -1 | 100 | 106 | -8 | 97
C=C1N2CCC(CC2)C1(O)c1ccc(C)cc1 (configuration not stated) | 2 | 5 | -1 | -11 | 96 | 95 | -2 | 96
